miR122 inh = miR-122 inhibition in Huh7 cells | Huh7 miR-122 Renilla luciferase sensor, 48 h; neutral wells = 0, positive control = 100 | activation (reporter increase), % at 12.5 µM | 340,000 compounds, 0.3% hits;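 active means mean replicate activation score at least 90 and every replicate individually at or above 90; inconclusive means only one of the two criteria met; inactive means neither criterion met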;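 further: higher luciferase means less miR-122 activity so hits act as miR-122 inhibitors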
ERp5 inh = inhibitors of human ERp5; Q15084; ERp5 insulin aggregation, absorbance 650 nm, 90 min; inhibition, % at 9.99 µM; 350,000 compounds, 0.05% hits;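 active means mean replicate inhibition above about 25%, with every replicate also reaching it, limit read from the data, passing the limit was not always enough; inconclusive means only one of those two criteria met; inactive means neither criterion met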
Target sequence (Q15084 whole entry, looked up): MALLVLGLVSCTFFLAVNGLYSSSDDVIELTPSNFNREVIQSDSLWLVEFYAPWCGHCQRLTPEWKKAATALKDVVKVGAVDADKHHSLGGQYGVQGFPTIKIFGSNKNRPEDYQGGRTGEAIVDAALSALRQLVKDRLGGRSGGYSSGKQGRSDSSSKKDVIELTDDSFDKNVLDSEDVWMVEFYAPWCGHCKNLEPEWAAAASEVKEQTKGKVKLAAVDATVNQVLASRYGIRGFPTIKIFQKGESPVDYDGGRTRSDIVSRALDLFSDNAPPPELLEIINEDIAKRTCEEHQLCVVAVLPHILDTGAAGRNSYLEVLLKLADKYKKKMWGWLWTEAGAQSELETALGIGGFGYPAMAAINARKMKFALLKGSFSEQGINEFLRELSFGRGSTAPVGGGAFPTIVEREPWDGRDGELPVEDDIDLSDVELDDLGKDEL
Cneo AK release = causes C. neoformans cell lysis | adenylate kinase release luminescence, 4 h; normalised: neutral wells 0, clomiphene wells 100 | lysis activity, % at 15 µM | 360,000 compounds, 0.2% hits;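 active means mean lysis activity across replicates of at least 80%, whatever share of replicates individually reach that level; inactive means mean lysis activity below 80%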
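Test system: log-phase Cryptococcus neoformans yeast cells. Input: 5 × 10^6 yeast cells/mL. Medium: fresh YPD growth medium. Doses: single dose. Incubation: static 4 h at 37 °C with compound, 1 h detection. Measured by: luminescent adenylate kinase detection reagent. Read-out: signal increase indicating cell lysis. Benchmarks: Clomiphene.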
ARNT TACC3 PPI = disruptors of human ARNT/TACC3 interaction; Q9Y6A5; AlphaScreen His-ARNT PAS-B/GST-TACC3 binding, luminescence; TACC3 fragment carries E629A point mutation; inhibition, % at 9.99 µM; 390,000 compounds, 0.66% hits; AID 623870;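 active means mean inhibition of replicates at least 50% and at least half of replicates each reaching 50%; inconclusive means half or more replicates reach 50% but mean below 50%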;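 further: 0% = complete ARNT plus TACC3 wells and 100% = ARNT alone without TACC3; many hits fall short of the cut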
SIRT5 inh = inhibitors of human sirtuin-5 desuccinylase. Q9NXA8. Purified SirT5, succinyl-peptide AMC, trypsin-coupled fluorescence. inhibition, % at 15 µM. 330,000 compounds, 1.1% hits; in the data active means inhibition above about 15%; inconclusive means no clear call, values can overlap the other calls
Target sequence (Q9NXA8 whole entry, looked up): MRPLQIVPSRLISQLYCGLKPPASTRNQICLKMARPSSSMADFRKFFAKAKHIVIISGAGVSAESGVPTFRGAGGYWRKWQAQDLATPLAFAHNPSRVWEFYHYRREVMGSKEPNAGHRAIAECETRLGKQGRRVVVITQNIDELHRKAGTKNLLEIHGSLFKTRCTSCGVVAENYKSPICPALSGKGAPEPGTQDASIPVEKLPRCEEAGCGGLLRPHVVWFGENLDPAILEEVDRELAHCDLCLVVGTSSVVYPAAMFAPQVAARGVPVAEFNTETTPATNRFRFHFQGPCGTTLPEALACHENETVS
Statin myotox sup = suppressors of simvastatin-induced myotoxicity in C2C12 myotubes; ATP luminescence, 48 h; scaled: DMSO 0, geranylgeraniol control 100; rescue of ATP level, % at 7.49 µM; 330,000 compounds, 0.78% hits; AID 602340;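 active means mean ATP rescue above about 67%, or every replicate alone reaching that limit, limit read from the data, passing the limit was not always enough; inconclusive means no clear call, values can overlap the other calls; inactive means mean under the limit and some replicate under it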;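 further: myotubes were challenged with 10 µM simvastatin during compound exposure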
esBAF inh = inhibitors of esBAF chromatin remodeling in mouse ES cells; Bmi1-luciferase knock-in reporter, 24 h; 100% = twice the neutral-well signal; reporter increase, % at 12.5 µM; 350,000 compounds, 2% hits; AID 602393; in the data active means activation above about 40%; inconclusive means no clear call, values can overlap the other calls;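 further: 0% = median of the plate's neutral control wells and 100% = double that signal; a rise in the Bmi1 reporter signal indicates esBAF inhibition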
The depositor's hits bear a star; ? = inconclusive; nt = no result given; [ ] = another dose, or the depositor's remark.

SMILES	miR122 inh	ERp5 inh	Cneo AK release	ARNT TACC3 PPI	SIRT5 inh	Statin myotox sup	esBAF inh
CC(C)c1cn(CC[C@@H]2CC[C@H](NS(=O)(=O)Cc3ccccc3)[C@H](CO)O2)nn1	30.1[16.7 µM]	-2.5	1.2	-25.8	0.5	-13.8	0.2
COC(=O)C1CC(O)CN1C(=O)c1ccco1 (stereo unspecified)	-6.1	nt	-2.6	0.4	nt	nt	3.8
CCSc1nnc(NC(=O)CSc2nncc(=O)n2N)s1	6.7	-5.3	0.9	70.0*	0.5	4.1	1.2
COc1ccc(NS(=O)(=O)c2cccc(Cl)c2Cl)cc1S(=O)(=O)N1CCCCC1	nt	-3.0	nt	-4.3	-3.2	nt	nt
CCOC(=O)c1ccccc1OCc1cc(/C=N/NC(=O)c2cccnc2)ccc1OC	nt	3.1	-0.9	6.2	2.8	6.3	1.6
C=C(C)COc1ccc(-c2ncncc2Oc2ccc(OC)cc2)c(O)c1	-4.0	nt	0.4	-0.7	nt	nt	nt
CCOC(=O)C1=CCN(S(C)(=O)=O)C1c1ccc(C)cc1 (stereo unspecified)	3.5	-2.0	-0.8	nt	0.0	-2.3	-6.6
CC(C)NC(=O)N1C[C@@H]2[C@H](c3ccccc31)[C@H](CO)N2C(=O)c1ccccc1	-3.8[16.7 µM]	3.4	1.4	-7.8	-1.9	1.0	-5.0
C[C@H](CO)N1C[C@H](C)[C@@H](CN(C)Cc2ccc(Oc3ccccc3)cc2)Oc2c(NC(=O)C3CCOCC3)cccc2C1=O	100.0*[16.7 µM]	0.3	1.0	nt	nt	15.1	-2.4
C[C@@H]1CN(S(=O)(=O)C(C)(C)C)[C@H](CCO)/C1=C\c1ccccc1	2.7	-2.1	2.3	-3.7	-2.3	1.6	3.7
O=C(O)CCC(=O)N1N=C(c2cccs2)CC1c1ccc(Br)cc1 (stereo unspecified)	-2.5	1.3	2.3	-3.2	-1.4	6.0	3.6
CC(C)NC[C@H](O)c1ccc(O)c(O)c1	-2.9	-2.9	2.2	0.7	0.7	6.1	-6.5
Cc1noc(C)c1S(=O)(=O)Nc1ccc2c(c1)C(=O)N([C@H](C)CO)C[C@H](C)[C@@H](CN(C)S(C)(=O)=O)OCCCC[C@H](C)O2	7.5[16.7 µM]	-1.9	0.2	3.6	0.2	nt	-4.0
C/C(CC(=O)Nc1cc(Cl)ccc1Cl)=N\NC(=O)c1ccccc1Br	nt	2.6	nt	-0.2	-4.0	nt	nt
Cc1ccc(C(=O)COC(=O)c2ccc3c(c2)C(=O)N(c2cccc4ncccc24)C3=O)cc1	nt	4.4	nt	5.3	18.4*	nt	nt
CCCC1=C/C(=C/c2ccc(-c3ccccc3OC)o2)C(=O)O1	2.4	2.4	0.1	4.3	-6.3	nt	nt
Brc1ccccc1-c1nnc2sc(Cc3ccccc3)nn12	-3.8	nt	0.5	-23.2	nt	-6.5	5.5
COc1ccccc1NC(=O)c1ccccc1NC(=O)c1ccccc1C(=O)O	-6.7	-2.2	0.1	-2.4	nt	-2.6	-2.2
C[C@H](CO)N1C[C@H](C)[C@@H](CN(C)C)Oc2c(NC(=O)Nc3ccccc3)cccc2C1=O	15.6[16.7 µM]	0.4	-2.2	-3.3	-1.8	-84.1	-3.3
COc1ccc(CN(C)C[C@@H]2Oc3ccc(NC(=O)Nc4ccccc4)cc3C(=O)N([C@@H](C)CO)C[C@@H]2C)cc1	-8.1[16.7 µM]	3.5	1.9	6.5	2.2	-45.0	-5.1
NC1=NC(c2ccccc2C(F)(F)F)N(c2ccc(F)c(Cl)c2)C(N)=N1 (stereo unspecified)	3.3	0.6	-1.1	4.7	-3.2	-21.6	-14.9
CN(C)C(=O)C[C@H]1C=C[C@H](NC(=O)c2ccc(F)cc2)[C@@H](CO)O1	nt	1.0	-2.7	-5.1	-3.9	-9.5	-2.2
COc1ccc(OC)c(NC(=S)NC(=O)c2ccc(Br)o2)c1	9.1	4.9	-1.2	-0.9	-3.2	-16.8	-4.3
CCc1cccc(C)c1N1C(=O)CC(C)(C)CC1=O	nt	-1.8	nt	-9.3	-0.1	nt	nt
N#Cc1cnc2cc(-c3ccccc3)nn2c1N	-1.8	2.8	-0.9	4.3	1.2	5.5	9.6

(listing goes on)
SMILES	miR122 inh	ERp5 inh	Cneo AK release	ARNT TACC3 PPI	SIRT5 inh	Statin myotox sup	esBAF inh
COCCC(=O)N1CCC(Oc2ccc(C(=O)N3CCCC(CCCO)C3)cc2)CC1 (stereo unspecified)	38.3	4.1	-2.5	-10.3	-1.7	-4.7	-0.4
Cc1nnc(-c2cccc(Br)c2)c2cn(-c3ccccc3Cl)nc12	15.1	nt	1.7	-15.9	nt	17.1	-4.9
CCc1ccc(NC(=O)Cc2ccc(-n3cccc3)cc2)cc1	0.3	nt	4.2	-2.9	nt	nt	nt
COc1ccc(S(=O)(=O)CCC(=O)N2CCN(c3ccccc3F)CC2)cc1	nt	0.1	nt	0.3	-3.8	nt	nt
CC(C)CNC(=O)c1cccc(NC(=O)COc2cccc([N+](=O)[O-])c2)c1	61.7	-2.5	nt	1.5	0.2	-10.8	5.3
O=C(NCCN1CCN(C(=O)c2ccc(F)cc2)CC1)c1ccc(F)cc1	-2.8	-3.3	-0.7	nt	-6.3	-2.9	5.8
COc1cccc(C(=O)NC2CC3CCCC(C2)N3CC(=O)Nc2ccc(N(C)C)cc2)c1 (stereo unspecified)	2.7	nt	0.2	3.5	nt	-2.5	-2.9
O=C(NC1CCCCC1)c1nn2c(C(F)(F)F)cc(-c3ccco3)nc2c1Br	21.0	nt	0.3	2.9	nt	?	-0.7
COCCNC(=O)C[C@H]1CC[C@H]2[C@@H](COc3ccc(NC(=O)c4cnccn4)cc3C(=O)N2C)O1	12.5[16.7 µM]	-7.1	49.9	0.0	-3.3	17.3	-1.8
CCOc1cc(/C=N/NC(=O)C(=O)N/N=C/c2ccc(O)c(OCC)c2)ccc1O	nt	-1.1	-0.7	-4.7	3.7	5.9	9.4
C[C@@H]1CN([C@@H](C)CO)C(=O)Cc2cc(NC(=O)C3CC3)ccc2O[C@@H]1CN(C)Cc1ccc2c(c1)OCO2	-6.5[16.7 µM]	-4.5	0.7	-2.4	2.7	-44.3	-3.6
C[C@@H]1CCCCO[C@@H](CN(C)C(=O)CCC(F)(F)F)[C@@H](C)CN([C@@H](C)CO)C(=O)c2cc(NC(=O)c3ccccc3)ccc2O1	11.0[16.7 µM]	-3.8	-0.6	11.4	7.1	nt	-9.6
COc1ccc(C2=NN(C(=O)CSc3nc4ccccc4s3)C(c3ccc(OC)cc3)C2)cc1 (stereo unspecified)	nt	1.3	nt	-14.9	0.0	nt	nt
NS(=O)(=O)c1cc2c(cc1Cl)NC=NS2(=O)=O	1.0	-0.3	1.0	-5.7	0.9	1.2	-0.4
C[C@H](CO)N1C[C@H](C)[C@@H](CN(C)S(=O)(=O)c2ccc(F)cc2)Oc2c(NC(=O)Nc3ccc(F)cc3)cccc2C1=O	-1.4[16.7 µM]	0.6	1.9	4.2	6.3	-25.9	7.7
Cc1ccc(S(=O)(=O)N(C)C[C@H]2Oc3ccc(NS(C)(=O)=O)cc3C(=O)N([C@H](C)CO)C[C@@H]2C)cc1	-1.6[16.7 µM]	-7.8	1.5	-1.0	-1.9	nt	5.7
Cn1cnc2cc(NC(=O)c3ccc(Cl)cc3)ccc21	-5.7	3.6	-3.0	-7.1	1.2	-8.0	54.4*
O=C(NC(=O)c1ccccc1)C1=C(N2CCCC2)COC1=O	-6.2	-9.3	-0.5	0.6	-0.2	5.0	0.7
CCC(=O)Nc1cccc(C(=O)N(Cc2ccccc2)Cc2ccccc2)c1	14.0	-3.7	5.2	-1.8	-0.8	9.9	-8.2
N=c1c2c3c(sc2ncn1CCCN1CCOCC1)CCCCC3	-0.3	nt	1.4	-4.0	nt	-2.5	-2.5
COc1ccc(C(=O)N/N=C/c2ccc(OC)c(COc3c(F)c(F)cc(F)c3F)c2)cc1	nt	-4.7	1.5	-4.5	-1.1	-22.3	-8.0
C/C=C/c1ccc2c(c1)O[C@H](CN(C)C(=O)c1ccccn1)[C@@H](C)CN([C@H](C)CO)S2(=O)=O	14.1[16.7 µM]	2.4	-1.6	-6.6	-2.5	-4.6	2.0
CCOC(=O)Cc1csc(NC(=O)NC2(C(F)(F)F)Oc3ccccc3O2)n1	-3.8	nt	-1.3	-6.4	nt	7.7	0.9
CN(Cc1ccccc1)C(=O)c1cc(-c2ccc(Br)cc2)on1	5.4	-12.3	-0.6	-18.6	4.8	-17.2	38.2
COc1cccc(N2CCN(C(=O)CCNS(=O)(=O)c3ccc(F)c(F)c3)CC2)c1	4.8	1.2	5.6	30.5	-0.7	-4.9	-5.4

Later entries:
SMILES	miR122 inh	ERp5 inh	Cneo AK release	ARNT TACC3 PPI	SIRT5 inh	Statin myotox sup	esBAF inh
Cc1nc(SCC(=O)Nc2sccc2C(N)=O)c2c(C)c(C)sc2n1	-7.8	8.0	0.5	nt	nt	-12.4	8.2
CN1CCN(CC(O)(c2ccc(Cl)cc2)c2ccc(Cl)cc2)CC1	0.2	0.1	0.9	nt	-2.3	-16.7	4.0
O=C(COC(=O)c1cccnc1Cl)NCCCc1ccccc1	-4.3	1.2	-0.4	1.7	-2.5	0.4	5.3
COCCN(Cc1cc2cc(C)ccc2n2nnnc12)C(=S)Nc1ccc(OC)cc1	nt	-6.5	nt	5.6	-0.6	nt	nt
COC(=O)[C@@H]1[C@@H](CO)[C@@H]2Cn3c(ccc(-c4ccncc4)c3=O)[C@@H]2N1CC1CCCCC1	-2.5[16.7 µM]	-1.4	-0.4	5.6	1.4	0.9	1.7
CCOc1nc(-c2ccccc2)c2cc(Br)ccc2n1	-2.8	2.5	-1.6	-17.7	0.1	13.0	7.4
O=C1c2ccccc2S(=O)(=O)c2cc(N3CCOCC3)ccc21	-15.9	nt	-2.2	-4.7	nt	23.3	-62.7
CCOc1cc(CNn2cnnc2)ccc1OCC(=O)NC1CCCCC1	-2.7	nt	7.1	4.0	nt	-47.2	-4.6

Reprinted at random: five entries already listed.
SMILES	miR122 inh	ERp5 inh	Cneo AK release	ARNT TACC3 PPI	SIRT5 inh	Statin myotox sup	esBAF inh
C=C(C)COc1ccc(-c2ncncc2Oc2ccc(OC)cc2)c(O)c1	-4.0	nt	0.4	-0.7	nt	nt	nt
COc1ccc(S(=O)(=O)CCC(=O)N2CCN(c3ccccc3F)CC2)cc1	nt	0.1	nt	0.3	-3.8	nt	nt
O=C(NC1CCCCC1)c1nn2c(C(F)(F)F)cc(-c3ccco3)nc2c1Br	21.0	nt	0.3	2.9	nt	?	-0.7
Cc1ccc(C(=O)COC(=O)c2ccc3c(c2)C(=O)N(c2cccc4ncccc24)C3=O)cc1	nt	4.4	nt	5.3	18.4*	nt	nt
Cc1nc(SCC(=O)Nc2sccc2C(N)=O)c2c(C)c(C)sc2n1	-7.8	8.0	0.5	nt	nt	-12.4	8.2

Some of these compounds in order of molar mass, highest first:
SMILES	miR122 inh	ERp5 inh	Cneo AK release	ARNT TACC3 PPI	SIRT5 inh	Statin myotox sup	esBAF inh
CCOc1cc(CNn2cnnc2)ccc1OCC(=O)NC1CCCCC1	-2.7	nt	7.1	4.0	nt	-47.2	-4.6
O=C(COC(=O)c1cccnc1Cl)NCCCc1ccccc1	-4.3	1.2	-0.4	1.7	-2.5	0.4	5.3
O=C1c2ccccc2S(=O)(=O)c2cc(N3CCOCC3)ccc21	-15.9	nt	-2.2	-4.7	nt	23.3	-62.7

High-throughput results deposited in PubChem by Broad Institute.

Compounds were not picked by outcome; 4% or so of the library scored in one or more.
